CHRM4 antagonist – antagonists of human muscarinic M4 receptor (CHRM4) | CHO-hM4 cells, ACh EC80, Fluo-8 calcium fluorescence | inhibition, % at 3 µM | 0.73% of 360,000 active | AID 624125 | P08173;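 active means inhibition above its plate's cutoff, the mean inhibition of sample wells plus 3 SD, cut at about 27% in these data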;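 further: 0% = acetylcholine EC80 with DMSO and 100% = DMSO without agonist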
Target sequence (P08173 whole entry, looked up): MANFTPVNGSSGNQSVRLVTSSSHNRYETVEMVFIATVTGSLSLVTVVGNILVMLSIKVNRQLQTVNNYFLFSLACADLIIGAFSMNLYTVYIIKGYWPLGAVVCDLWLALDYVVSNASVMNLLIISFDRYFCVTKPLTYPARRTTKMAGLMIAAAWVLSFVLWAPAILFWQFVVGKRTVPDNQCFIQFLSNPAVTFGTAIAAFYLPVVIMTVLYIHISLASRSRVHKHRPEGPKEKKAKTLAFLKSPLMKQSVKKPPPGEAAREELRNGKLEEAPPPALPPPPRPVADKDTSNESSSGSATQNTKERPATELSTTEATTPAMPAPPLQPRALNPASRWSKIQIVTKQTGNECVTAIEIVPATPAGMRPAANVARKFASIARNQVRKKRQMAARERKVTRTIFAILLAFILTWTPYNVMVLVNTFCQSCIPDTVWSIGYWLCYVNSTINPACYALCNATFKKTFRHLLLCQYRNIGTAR
OXTR potentiator – potentiates the human oxytocin receptor response; CHO-OTR cells, Fluo-8 calcium fluorescence, potentiator mode; 0% = oxytocin EC15, 100% = EC100; activation, % at 3 µM; P30559; 0.061% of 320,000 active;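 active means activation above that plate's cutoff, the mean activation of tested compounds plus 3 SD, cut at about 6.6% in these data, passing the limit was not always enough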;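 further: 100% uses oxytocin at 75 nM as the full agonist control; some results filed as inactive read as strong as hits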
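System: human OTR in CHO cells / Also added: sub-maximal oxytocin, roughly EC15 / Control set: EC15 oxytocin low, 75 nM oxytocin high / Schedule: 6 min compound pre-incubation at room temperature, 100 s kinetic read / Compound: single-point 3.0 µM / Replication: singlicate / Technique: Fluo-8 calcium dye fluorescence / Read-out basis: % activation of max/min ratio relative to oxytocin controls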
CHO parental Ca – signal in parental CHO cells, OX1R antagonist counter-screen; inhibition, % at 5.6 µM; 0.63% of 330,000 active; parental CHO-K1, ATP-induced calcium, Fluo-8 fluorescence;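 active means inhibition above that plate's mean sample inhibition plus 3 SD, cut at about 26% in these data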;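 further: 0% = ATP-challenged DMSO wells and 100% = DMSO wells without ATP; some compounds past the cut are filed as inactive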
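Test system: untransfected parental CHO cell line. Compound: one dose, 5.6 µM nominal. Detection: intracellular calcium via Fluo-8 no-wash fluorescent dye. Measure: % inhibition. Benchmarks: ATP-challenged DMSO wells low, unchallenged DMSO wells high.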
CHRM1 antagonist – blocks human M1 muscarinic receptor; P11229; CHO-K1 hM1, Fluo-8 calcium fluorescence, ACh EC80 antagonist; inhibition, % at 3 µM; 1.3% of 360,000 active; AID 588852;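 active means percent inhibition above its own plate's cutoff, namely the mean of that plate's compound wells plus 3 SD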;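 further: peak over basal fluorescence ratio during 140 s after agonist addition; 0% = ACh EC80 plus DMSO and 100% = DMSO alone without agonist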
Target sequence (P11229 whole entry, looked up): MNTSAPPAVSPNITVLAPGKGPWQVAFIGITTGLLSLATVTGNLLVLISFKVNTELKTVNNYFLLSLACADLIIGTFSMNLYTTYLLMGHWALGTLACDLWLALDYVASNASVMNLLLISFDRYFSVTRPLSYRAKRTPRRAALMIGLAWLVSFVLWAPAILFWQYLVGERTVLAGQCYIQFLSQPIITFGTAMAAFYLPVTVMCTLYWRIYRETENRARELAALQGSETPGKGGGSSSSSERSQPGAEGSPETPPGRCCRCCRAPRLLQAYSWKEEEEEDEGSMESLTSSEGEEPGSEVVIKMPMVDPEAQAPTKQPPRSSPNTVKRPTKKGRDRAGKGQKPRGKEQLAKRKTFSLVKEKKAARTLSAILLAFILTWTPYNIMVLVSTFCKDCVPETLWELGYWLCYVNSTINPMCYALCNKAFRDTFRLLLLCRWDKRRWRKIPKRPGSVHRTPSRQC
CHRM1 PAM – human CHRM1 positive allosteric modulation | P11229 | CHO-K1 hM1, Fluo-8 calcium fluorescence, ACh EC20; 0% = ACh EC20, 100% = maximal ACh | activation, % at 3 µM | 0.088% of 360,000 active; in the data active means activation above about 19%, passing the limit was not always enough
M4 ag – agonists of human muscarinic M4 receptor (CHRM4) | P08173 | CHO-K1 hM4/Gqi5, Fluo-8 calcium fluorescence; vehicle 0%, full acetylcholine response 100% | AID 624127 | activation, % at 3 µM | 0.14% of 360,000 active;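 active means activation above the run mean over all test wells plus 3 SD, cut at about 32% in these data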;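 further: peak over basal fluorescence ratio per well then scaled between controls; 0% = DMSO wells and 100% = acetylcholine at EC100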
CHO-K1 Ca antag – nonselective inhibitor or artifact in parental CHO-K1 cells; inhibition, % at 3 µM; 0.6% of 360,000 active; ATP-induced calcium, Fluo-8 fluorescence; AID 602250;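 active means inhibition above a per-plate cutoff, the plate's mean sample inhibition plus 3 SD, cut at about 24% in these data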;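 further: 0% = DMSO plus EC80 ATP and 100% = DMSO alone without ATP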
CHRM1 agonist – agonists of human M1 muscarinic receptor | P11229 | CHO-K1 hM1, Fluo-8 calcium fluorescence, agonist mode; 0% DMSO, 100% acetylcholine EC100 | activation, % at 3 µM | 0.33% of 360,000 active | AID 588814;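 active means activation above the run's mean compound activation plus 3 SD, cut at about 16% in these data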;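 further: peak over basal fluorescence ratio within a 140 s kinetic read after compound addition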
M1 ag parental – M1 agonist counterscreen hit in parental CHO-K1 cells | 0.48% of 360,000 active | activation, % at 3 µM | Fluo-8 calcium fluorescence; scaled to maximal ATP response, vehicle zero; in the data active means activation above about 15%;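 further: untransfected CHO-K1 host cells lacking M1 receptor as counterscreen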
Active calls of the source: *; / = no result given.

SMILES	CHRM4 antagonist	OXTR potentiator	CHO parental Ca	CHRM1 antagonist	CHRM1 PAM	M4 ag	CHO-K1 Ca antag	CHRM1 agonist	M1 ag parental
Nc1ccn([C@@H]2O[C@H](CNCc3ccc(C#CCCO)cc3)[C@@H](O)[C@H]2O)c(=O)n1	-11	/	/	-1	4	1	-10	-3	0.0
Cc1ccc(S(=O)(=O)Nc2c(NC3CCCCC3)c3ccccc3oc2=O)cc1	-12	-13	-31	-9	2	6	14	-2	-0.2
O=C(NC(=S)Nc1ccc(Br)cc1F)C1CCCCC1	-6	-7	-8	-14	3	0	-9	-5	3.1
O=C(Nc1nnc(-c2ccc(F)cc2)s1)C1CCN(S(=O)(=O)c2ccc(Cl)cc2)CC1	-19	6	3	-14	8	1	-2	-3	0.2
Cc1cccc(S(=O)(=O)NCC2CCCO2)c1 (stereo unspecified)	0	1	0	-3	8	0	-12	-5	0.3
Cc1sc2nc(CN3CCCC3)nc(N3CCN(S(=O)(=O)c4cccs4)CC3)c2c1C	7	-8	-23	12	-16	0	1	-6	0.1
O=C(COC(=O)CCC(=O)c1ccc2c(c1)OCCO2)NCc1ccc2c(c1)OCO2	-4	-9	-11	-13	3	5	-5	-1	2.2
C/C(CC(=O)Nc1ccccc1C)=N\NC(=O)Cc1csc(N)n1	-1	-19	3	-7	6	1	-6	0	0.2
CCN(CC)S(=O)(=O)c1cccc(-c2nnc(SCCOc3ccc(Cl)cc3)o2)c1	-10	-9	9	-20	2	1	-8	-2	0.2
Cn1c(=O)c2c(nc(NCCCO)n2C/C=C/c2ccccc2)n(C)c1=O	-4	-1	-21	-7	-2	1	-4	-4	0.2
Cc1ccc(C)c(OCc2cc(C(=O)N3CCN(c4cnccn4)CC3)no2)c1	1	/	/	21	-9	15	8	3	6.9
CC(=O)N1CCN(CC(O)Cn2c3ccccc3c3ccccc32)CC1 (stereo unspecified)	5	-4	-8	-21	18	3	6	1	0.4
CC1(C)Cc2ccccc2-c2nnc(SCC(=O)Nc3nc4ccccc4s3)n21	6	-3	-13	3	1	1	3	-7	0.2
O=C(OCc1ccccc1)N1CCC2CC1c1cc(N3CCOCC3)ccc12 (stereo unspecified)	2	/	/	20	-16	7	-7	-5	2.4
CCCNS(=O)(=O)c1ccc(C(=O)NCC2CCCO2)cc1 (stereo unspecified)	2	-4	-3	-8	10	1	-6	-4	-0.1
Cn1cccc1C(=O)C(=O)Nc1ccc(Cl)cc1	8	2	-14	-3	1	2	0	-5	0.2
COc1cc(C(=O)N2CCCC(C)(C(=O)NS(=O)(=O)C3CC3)C2)cc(OC)c1OC (stereo unspecified)	-1	/	/	-8	-1	0	-3	1	0.2
CCC(C)(C)C1CCc2[nH]nc(C(=O)NCc3ccc(Cl)cc3)c2C1 (stereo unspecified)	9	-6	-9	15	-7	1	7	-4	-0.6
O=S(=O)(Cc1ccccc1)N1CCCC(c2nc(-c3ccc(F)cc3)no2)C1 (stereo unspecified)	-7	1	-8	-7	-2	-1	2	-4	-0.3
O=C(Cc1c(O)c2ccccc2[nH]c1=O)NCc1ccccc1	-6	-3	-5	-13	7	1	-2	-4	0.6
O=C(CNC(=O)c1cccs1)NCC(=O)OCC(=O)c1ccc([N+](=O)[O-])cc1	-3	-1	-5	-8	8	1	12	-10	-0.2
O=C(O)c1cccc(N2C(=O)CSC2c2ccccc2)c1 (stereo unspecified)	-8	-1	-1	-20	17	0	-12	-3	0.8
CC(C)(C)NC(=O)N1CCC(CO)(Cc2ccccc2Cl)CC1	-1	-15	-10	7	-1	1	-7	-2	0.9
Cc1cc(C(=O)Nc2ccc(Cl)cc2)c(C)n1Cc1cccs1	0	-8	-21	9	-6	9	-10	-4	4.6
Cc1ccc(S(=O)(=O)N2CCC(=O)N(C(CO)C(C)C)CC2)cc1 (stereo unspecified)	-2	-4	0	-11	13	2	-17	-4	0.4
The listing continues:
SMILES	CHRM4 antagonist	OXTR potentiator	CHO parental Ca	CHRM1 antagonist	CHRM1 PAM	M4 ag	CHO-K1 Ca antag	CHRM1 agonist	M1 ag parental
Cc1cc(Nc2ccc(Br)cc2)n2nc(C)nc2n1	-8	14	-22	-11	5	-3	-10	-6	-0.3
CCOc1ccccc1Nc1ncnc2ccc(Br)cc12	-13	-19	-37	4	-2	3	-12	-6	1.6
Cc1ccc(Cc2cnc(NC(=O)C3CCCO3)s2)cc1 (stereo unspecified)	1	-17	-15	-3	3	0	-12	-5	0.9
CNC(=O)C1CC(=O)N(CCc2ccc(C)cc2)C1 (stereo unspecified)	-14	-13	-10	-10	5	2	-10	-4	0.4
CCCc1ccc(OCc2ccc(C(=O)NN)o2)c(OC)c1	-18	-11	-20	-9	15	3	4	0	1.1
C[C@@H]1CC=C[C@@H]2[C@H]1C(=O)N(Cc1ccccc1)[C@H]2c1ccccc1Br	-3	/	-29	2	1	3	3	-1	-0.1
CCCCN1C(=O)C(CC(=O)NCc2ccco2)CC(C(=O)N(CC)CC)=C1C (stereo unspecified)	3	/	/	3	4	2	1	-4	-0.2
Cc1cc(C)cc(NC(=O)CCN2CC(C)OC(C)C2)c1 (stereo unspecified)	-1	-2	-8	-22	0	1	-12	-2	-0.3
Nc1nonc1-c1nc2ccccc2n1Cc1ccc(F)cc1	-8	-4	-17	1	2	-3	24*	-4	-0.6
CCOC(=O)C1=CCN(S(=O)(=O)c2ccccc2F)C1c1ccccc1 (stereo unspecified)	-9	/	/	0	2	7	6	-10	2.2
O=C(Nc1cc2c3c(c1)CC(=O)N3CCC2)c1ccc(Cl)cc1	-9	2	-12	-17	11	1	-10	-4	0.5
Cc1ccc(C)c(N2C(=O)CS/C2=N\NC(=O)c2ccccc2Cl)c1	3	-2	-10	-2	0	2	-4	-2	0.4
CCCCC(CC)COC(=O)CCCCC(=O)OCC(CC)CCCC (stereo unspecified)	-1	-8	-7	-19	17	4	-10	0	0.7
COc1ccc([C@H]2CC(=O)C[C@@H](CCn3cc(Cc4ccccc4)nn3)O2)cc1	2	/	/	/	/	3	-18	/	1.5
O=C(O)CCc1ccc(-c2ccc(Br)cc2)n1-c1ccc(O)cc1	-10	/	/	2	9	2	-4	-1	0.4
Cc1cc(NC(=O)CSc2nc(-c3ccccc3Cl)nc3c2c(=O)n(C)c(=O)n3C)no1	2	-3	-9	-18	11	1	-19	-2	1.2
c1ccc(-c2cncnc2)nc1	-1	1	3	-4	4	1	-5	-6	0.1
CN1C(=O)C(C)(C)c2cc(S(=O)(=O)N3CCN(c4ccccc4F)CC3)ccc21	-35	-9	-11	-12	14	0	5	3	-0.3
Cc1ccc(S(=O)(=O)N2CCCC2)cc1C(=O)NCc1ccccc1CN1CCCC1	-8	-3	-20	2	-3	1	-6	-9	-0.1
CCn1c(C(=O)N2CCC(C(=O)NCCCSC3CCCCC3)CC2)cc2sccc21	-12	-6	-10	11	-14	20	13	-3	4.7
CCN(CC)c1ncnc2c1ncn2[C@H]1CN(CCOC)C[C@@H](CO)O1	-7	/	/	-22	19	0	1	2	-0.5
O=C(c1cccc(Cl)c1)N1CCC2(CC1)NCCc1[nH]cnc12	2	-1	-16	-3	1	1	-5	-3	0.2
CC(=O)Nc1cccc(NS(=O)(=O)c2cccc3nsnc23)c1	21	-7	-17	-17	-4	1	-6	-2	-0.1
COc1ccccc1CCC(=O)Nc1cc(S(=O)(=O)N2CCCCC2)ccc1N1CCN(C)CC1	9	-15	-17	-9	8	2	-2	-5	2.1
COc1cccc(CNC(=O)[C@@H]2CCCN2C(=O)[C@@H]2CCCN2C(=O)c2cccc3ccccc23)c1	12	/	/	/	/	6	-18	/	4.4
(list continues)
SMILES	CHRM4 antagonist	OXTR potentiator	CHO parental Ca	CHRM1 antagonist	CHRM1 PAM	M4 ag	CHO-K1 Ca antag	CHRM1 agonist	M1 ag parental
Cc1nn(-c2ccccc2)c2sc(C(=O)N(Cc3ccco3)C(C)C(=O)NC(C)(C)C)cc12 (stereo unspecified)	-7	-4	-30	-7	3	0	-17	-4	0.2
CN(C)c1ccc(/C=C(\Cl)c2nc3ccccc3s2)cc1	9	-1	3	-2	6	2	6	-3	1.2
COc1ccccc1N1CCN(C(=O)C2CCN(S(=O)(=O)c3ccc(C)cc3)CC2)CC1	5	-8	-27	7	-11	16	4	-5	5.4
COc1ccc(/C=C/C(=O)c2c(O)c(OC)c3occc3c2OC)cc1	1	/	/	11	-2	7	3	-2	3.4
CN(Cc1ccccn1)C(=O)c1cc(COc2ccc(F)c(F)c2)on1	2	/	/	-3	2	3	7	0	1.7
O=C(NC1CCCC1)C(c1ccccc1F)N(C(=O)c1ccco1)C1CCCC1 (stereo unspecified)	6	-1	-19	10	-5	0	-8	-5	0.5
CCc1ccc(NC(=O)CSc2nc3c(c(=O)n(C)c(=O)n3C)n2C)cc1	-7	-5	-3	-5	7	3	1	-1	0.9
NS(=O)(=O)c1ccc(CNC(=O)c2ccccn2)cc1	1	-4	-4	-11	13	1	3	1	-0.2

Bioassay records as filed in PubChem.
